# UBC13 polyUb: inhibitors of human UBC13 polyubiquitin chain formation. inhibition, % at 20 µM. AID 485273. P61088. TR-FRET. 330,000 compounds, 0.47% hits; in the data active means inhibition above about 45%, passing the limit was not always enough
# 697 NFkB inh: inhibitors of the PMA/ionomycin-induced NF-kB reporter in 697 B cells. 697 B-cell NF-kB luciferase reporter, 16 h. inhibition, % at 4 µM. 330,000 compounds, 0.33% hits. AID 435022; in the data active means inhibition above about 35%
# SENP8 inh: SENP8 protease inhibition. Q96LD8. inhibition, % at 10 µM. 330,000 compounds, 1.2% hits. purified SENP8, Z-RLRGG-aminoluciferin cleavage, luminescence. AID 2540
# Target sequence (Q96LD8 whole entry, looked up): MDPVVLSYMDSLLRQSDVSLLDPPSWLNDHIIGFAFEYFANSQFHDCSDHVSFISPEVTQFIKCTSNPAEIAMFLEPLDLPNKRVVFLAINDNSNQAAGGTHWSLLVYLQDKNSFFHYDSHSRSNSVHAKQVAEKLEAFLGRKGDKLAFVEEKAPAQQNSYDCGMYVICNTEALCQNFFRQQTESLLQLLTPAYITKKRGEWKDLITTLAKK
# Gli-Sufu antag: antagonists of Gli-Sufu signaling | inhibition, % at 5 µM | Sufu-KO-LIGHT fibroblasts, Gli luciferase reporter luminescence | 340,000 compounds, 0.74% hits;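 active means inhibition above about 55%, limit read from the data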;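 further: 0% = DMSO-treated cells and 100% = wells with medium but no cells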
# Jurkat NFkB inh: lowers PMA/ionomycin-induced NF-kB signal in Jurkat cells. PMA/ionomycin-induced NF-kB luciferase reporter, luminescence. inhibition, % at 4 µM. 330,000 compounds, 0.53% hits
# EBI2 block: blocks human EBI2 receptor beta-arrestin signaling; P32249; EBI2 beta-arrestin recruitment, luminescence, 7a,25-OHC stimulated; inhibition, % at 5 µM; 360,000 compounds, 0.81% hits; AID 651636; in the data active means inhibition above about 38%;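 further: enzyme fragment complementation signal reports receptor beta-arrestin coupling in cells; 0% = agonist plus DMSO wells and 100% = wells without agonist; some results beyond the cut were filed as inactive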
# Target sequence (P32249 whole entry, looked up, the tested form may be a part): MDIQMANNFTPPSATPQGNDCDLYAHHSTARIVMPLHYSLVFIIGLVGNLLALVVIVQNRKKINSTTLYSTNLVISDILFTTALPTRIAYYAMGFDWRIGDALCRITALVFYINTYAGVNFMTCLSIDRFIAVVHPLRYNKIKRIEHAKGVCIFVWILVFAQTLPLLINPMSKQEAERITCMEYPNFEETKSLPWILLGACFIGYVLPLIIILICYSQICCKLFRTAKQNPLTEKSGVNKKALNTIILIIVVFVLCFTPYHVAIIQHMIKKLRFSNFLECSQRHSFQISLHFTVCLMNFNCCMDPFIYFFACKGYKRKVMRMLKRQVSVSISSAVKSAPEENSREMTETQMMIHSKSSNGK
# CCR6 antagonist: antagonists of human CCR6 receptor | CHO-K1 CCR6 PathHunter beta-arrestin, luminescence, CCL20-stimulated | 340,000 compounds, 0.49% hits | P51684 | inhibition, % at 20 µM;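 active means compounds whose inhibition of the agonist-driven luminescence signal at 20 µM reaches about 50%, limit read from the data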;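 further: cells stimulated with CCL20 at 14 nM final; plate controls were DMSO with CCL20 for no effect and DMSO without agonist for full effect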
# Target sequence (P51684 whole entry, looked up): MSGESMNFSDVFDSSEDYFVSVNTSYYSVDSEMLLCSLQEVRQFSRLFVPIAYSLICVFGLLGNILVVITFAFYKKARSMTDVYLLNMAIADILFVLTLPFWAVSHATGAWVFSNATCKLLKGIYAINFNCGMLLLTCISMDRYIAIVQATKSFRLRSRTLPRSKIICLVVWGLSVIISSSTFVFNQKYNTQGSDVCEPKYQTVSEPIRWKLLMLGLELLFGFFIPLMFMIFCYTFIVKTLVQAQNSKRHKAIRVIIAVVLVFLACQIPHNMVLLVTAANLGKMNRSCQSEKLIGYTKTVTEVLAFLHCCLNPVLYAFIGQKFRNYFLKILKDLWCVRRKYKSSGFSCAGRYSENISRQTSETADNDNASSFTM
# Apaf1 inhib: human Apaf-1 inhibition | O14727 | reconstituted apoptosome caspase-3 activity, DEVD-Rh110 fluorescence | inhibition, % at 20 µM | 330,000 compounds, 0.71% hits | AID 489030; active means inhibition of at least 40% at 20 µM;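 further: plate controls were DMSO wells for no effect and DEVD-CHO caspase inhibitor wells for full effect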
#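 Material: reconstituted apoptosome with Apaf-1, cytochrome c, caspase-9, procaspase-3, dATP / Buffer or medium: pH 7.5 Hepes buffer with CHAPS, BSA, DTT / Also added: cytochrome c with DEVD-Rh110 / Schedule: compound with Apaf-1, dATP, procaspase-3 30 min, then 50 min reaction, room temperature / Technique: rhodamine 110 fluorescence at Ex 480/Em 540 nm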
# The depositor's hits bear a star; . = not tested or not shown. Unless noted, no stated cut-off is given here; in the data, active means inhibition above about 50%; inactive means the rest.
SMILES,UBC13 polyUb,697 NFkB inh,SENP8 inh,Gli-Sufu antag,Jurkat NFkB inh,EBI2 block,CCR6 antagonist,Apaf1 inhib
Cc1ccc(Cn2cc(SCC(=O)Nc3nccs3)c3ccccc32)cc1,-10,-32,-7,-37,27,-6,11,9
O=C(c1cccc(F)c1)N1CCN(C(=O)c2cc3nc(-c4ccco4)cc(C(F)(F)F)n3n2)CC1,0,16,9,0,16,-1,6,-5
CCN1C(=O)C(=O)N(CC(=O)Nc2ccccc2Oc2ccccc2)C1=O,3,9,1,-1,4,-5,20,1
COc1ccc(C2/C(=C(/O)c3ccccc3)C(=O)C(=O)N2CCCN2CCOCC2)cc1 (centres undefined),-8,1,-1,5,-11,5,12,4
CCOc1ccc(CC(=O)Nc2sc(Cc3ccccc3)cc2C(N)=O)cc1OCC,16,-11,7,0,-14,8,-9,0
O=C(O)C1CCN(C(=O)c2ccccc2Cl)CC1,9,15,-5,0,-1,-11,-14,-20
FC(F)(F)c1ccc(Cl)c(-n2c(-c3ccco3)n[nH]c2=S)c1,4,9,0,-3,-11,2,-1,7
CCN1CCN(C(=O)Nc2ccc(Cc3ccc(NC(=O)N4CCN(CC)CC4)cc3)cc2)CC1,-4,22,-4,-1,-41,-9,12,-4
CCCOc1cccc(-c2cc(-c3n[nH]c(=S)n3CC)c3ccccc3n2)c1,-15,-20,-1,10,4,5,18,33
COCCCN1C(=O)C(=O)/C(=C(/O)c2ccc(OC)cc2)C1c1cccc(OC)c1 (centres undefined),-7,9,-2,1,-6,-5,-2,13
O=C(CN1CCN(c2cccc(C(F)(F)F)c2)CC1)NCc1ccccc1,-1,-7,-4,24,-7,8,12,8
O=C([C@@H]1CCCN1C(=O)c1cccs1)N1CCN(S(=O)(=O)c2ccccc2F)CC1,-9,-3,-15,-2,-1,-12,0,-1
Cc1cccc(Cn2c(-c3ccc[nH]c3=O)nc3ccccc32)c1,9,-9,-11,-10,-11,3,-2,10
Cn1c(N)c(C(=O)COC(=O)CNC(=O)c2ccc(Cl)cc2Cl)c(=O)n(C)c1=O,-7,-20,-14,2,-11,-4,6,11
CC(C)CSc1nnc2[nH]c(=O)cc(N)n12,1,-8,-2,-1,29,5,-18,-3

# Record cards, from the list above. Order of values: UBC13 polyUb	697 NFkB inh	SENP8 inh	Gli-Sufu antag	Jurkat NFkB inh	EBI2 block	CCR6 antagonist	Apaf1 inhib
# Cc1cccc(Cn2c(-c3ccc[nH]c3=O)nc3ccccc32)c1 as listed: 9	-9	-11	-10	-11	3	-2	10
# Cc1ccc(Cn2cc(SCC(=O)Nc3nccs3)c3ccccc32)cc1 as listed: -10	-32	-7	-37	27	-6	11	9
# O=C(CN1CCN(c2cccc(C(F)(F)F)c2)CC1)NCc1ccccc1 as listed: -1	-7	-4	24	-7	8	12	8
# CCN1C(=O)C(=O)N(CC(=O)Nc2ccccc2Oc2ccccc2)C1=O as listed: 3	9	1	-1	4	-5	20	1
# O=C(O)C1CCN(C(=O)c2ccccc2Cl)CC1 as listed: 9	15	-5	0	-1	-11	-14	-20

# Remaining list, next part:
SMILES,UBC13 polyUb,697 NFkB inh,SENP8 inh,Gli-Sufu antag,Jurkat NFkB inh,EBI2 block,CCR6 antagonist,Apaf1 inhib
Cc1cccc(Nc2nc(NCCO)nc(N3CCCC3)n2)c1,11,5,-1,17,6,0,-9,0
NS(=O)(=O)c1ccc(NC(=S)NCc2cccs2)cc1,4,-13,-8,-7,-2,-1,8,-1
CCN(CC(=O)Nc1c(F)cccc1F)C(=O)c1cc(C)oc1C,0,10,6,-4,-13,-3,4,-1
Cc1cccc(C)c1NC(=S)N1CCCN(C)CC1,15,12,-2,4,1,10,-7,-10
O=C(NCc1ccc(Cl)cc1)C1CCN(C(=O)Cc2ccccc2)CC1,4,16,2,6,2,34,8,12
Cc1cccc(NC(=O)c2ccc3nccnc3c2)c1C,10,-5,-2,17,6,3,10,-8
c1ccc(CCc2nc(-c3ccccn3)no2)cc1,-5,-85,0,-81,-71,-5,0,-6
COC(=O)CCC(=O)Nc1ccccc1C(N)=O,-1,5,-3,-18,3,-4,-19,-5
N#CC1=C2SCN(Cc3ccco3)CN2C(=O)CC1c1ccc(Cl)cc1 (centres undefined),-12,6,4,1,-16,-13,19,15
CS(=O)(=O)Nc1cccc(C2=NN(C(=O)c3ccco3)C(c3ccco3)C2)c1 (centres undefined),-4,13,-4,-10,29,-25,-2,-1
CC(=O)Nc1ccc(NC(=O)CSc2ccc3nnc(CCNC(=O)c4ccccc4)n3n2)cc1,2,17,-10,-3,-2,3,-2,-14
Cc1ccnc2nc(C(=O)Nc3nnc(CC(C)C)s3)nn12,0,8,-7,12,8,1,4,-2
Cc1ccccc1NC(=O)OCc1cccnc1Oc1ccc(Cl)cc1,2,-8,-13,-6,6,21,12,21
N#Cc1ccc(C(=O)OCC(=O)NC2CCCC2)cc1,-1,1,-13,0,2,8,11,4
CCOC(=O)C1NN=C(C(=O)c2ccccc2)C1c1ccc(Cl)cc1 (centres undefined),-10,-22,-7,-1,-9,-2,18,30
NC(=S)N/N=C/c1ccccc1,-17,-10,2,9,-6,-2,-6,2
CCCN(C(=O)c1c(CC)noc1C)c1c(N)n(Cc2ccccc2)c(=O)[nH]c1=O,0,-11,3,-2,2,0,15,-6
C/C(=C\C(=O)O)C12CC3CC(CC(C3)C1)C2,1,21,-6,-10,6,-3,-2,1
O=C(NCc1cc(C(F)(F)F)cc(C(F)(F)F)c1)C1CC(c2ccc(C(F)(F)F)cc2)=NO1 (centres undefined),13,5,0,29,15,-11,2,4
O=C(C1=C[C@@H](c2ccc3c(c2)OCO3)C[C@@H](OCc2ccc(CO)cc2)O1)N1CCOCC1,3,9,-8,-6,-10,-28,8,0
CCCC(=O)Nc1ccc(N2CCN(C(=O)CCC)CC2)cc1,5,16,2,-4,-4,6,-5,0
CCOC(=O)C1=C(c2ccccc2)NC(=O)NC1c1ccc(N(C)C)cc1 (centres undefined),-12,1,-5,-4,-4,-4,4,-6
CCOC(=O)c1sc2nc(NC(=O)C(C)(C)C)sc2c1C,5,-221,-11,-94,-133,0,3,16
Clc1ccc2c(c1)-c1[nH]ncc1CS2,2,8,3,-3,16,0,-14,-2
CCOc1ccc(NC(=S)N(CCc2c(C)[nH]c3ccc(C)cc23)Cc2ccco2)cc1,-6,-2,12,25,-1,40*,7,5
Cn1nc(-c2ccc(N3CCCCC3)c(NC(=O)c3ccco3)c2)c2ccccc2c1=O,25,28,2,13,12,21,21,30
CCNCc1cc(Cl)cc(OC)c1OC(C)C,-4,-1,-6,10,10,6,14,7
COc1cc(OC)cc(-c2nnc(SCC(=O)N3CCOCC3)o2)c1,-2,-11,4,0,-12,8,1,-1
COc1ccccc1C(=O)NC(CCSC)C(=O)NCCCSc1ccccc1 (centres undefined),0,-18,2,13,-6,16,19,19
COC(=O)c1ccc(OCCOc2ccccc2)cc1,2,3,-13,-21,-32,-3,0,8
CCCCn1c(-c2csc(CC)c2)n[nH]c1=S,-7,-11,-10,-2,-6,-3,-2,5
CC(C)CC1NC(=O)N(CC(=O)Nc2cc(F)ccc2F)C1=O (centres undefined),19,12,8,-5,-1,0,-4,-10
Cc1ccc2oc(-c3cccc(NC(=O)c4ccc(Br)o4)c3C)nc2c1,-6,-52,-13,-46,-22,1,20,9
CCOC(=O)C1=C(C)NC(=O)NC1/C=C/c1ccccc1 (centres undefined),-2,20,-4,-3,25,6,-7,-5
CCCN(CC(=O)Nc1ccc(F)c(F)c1F)C(=O)c1ccc2c(=O)n3c(nc2c1)CCC3,-7,-7,-12,0,-14,-4,8,2
O=C1CN(C(=O)C2CC2)c2ccccc2N1,-1,-12,-4,-8,-3,-6,-2,1
O=C(O)c1cnn(-c2ccccc2)c1-c1ccncc1,-5,-1,-5,11,-3,-12,-7,-1
CCn1c(=O)cc(C(F)(F)F)[nH]c1=S,55*,3,-3,1,2,-3,-1,-10
CNC(=S)N(Cc1cccs1)Cc1cc2cc(OC)c(OC)cc2[nH]c1=O,2,19,-5,3,-10,2,-7,13
C=C(C)Cn1c(C)cc(C)c(S(=O)(=O)c2ccccc2C)c1=O,0,3,-1,5,-2,9,16,10
Fc1cccc(NCc2ccoc2)c1,1,2,-1,1,5,-1,-1,-17
COc1cccc(CC2(CO)CCCN(CC3=Cc4cc(OC)ccc4OC3)C2)c1 (centres undefined),0,15,4,5,-3,-6,5,-1
CN(C)c1ccc(C(=S)N2CCCC2)cc1Br,4,8,2,7,-3,-10,5,2
CN(C)CCN(C(=O)c1cccs1)c1nc2cc3c(cc2s1)OCCO3,7,-143,-3,-30,-97,-12,-9,5
O=C(CCCc1nc2ccccc2s1)Nc1nccs1,3,-50,3,1,4,-1,7,5
N#Cc1cccc(Oc2ccc(S(=O)(=O)N3CCCC3)cn2)c1,-4,-16,-7,-5,-12,2,10,6
CCO/C(C)=N/n1c2nc3ccccc3nc2c2c(=O)n(C3CCCC3)c(C)nc21,-2,10,9,20,-1,-18,4,-2
O=C(Nc1ccccc1)c1ccccc1CSc1ccccc1,9,27,2,-5,16,5,20,2
N#CC(C(=O)Nc1ccc(Cl)c(Cl)c1)=C1Nc2ccccc2N1,-15,-12,-11,-14,3,-2,-2,8
O=C(CC12CC3CC(CC(C3)C1)C2)NCc1ccncc1,-9,18,-11,1,6,-8,6,-6
O=c1c(O[C@@H]2O[C@H](CO)[C@@H](O)[C@H](O)[C@H]2O)c(-c2ccc(O)cc2)oc2cc(O)cc(O)c12,-15,1,-6,-10,9,-2,19,-3
CC(=O)O[C@H]1CC[C@@]2(C)C(=CC[C@H]3[C@@H]4CC[C@H](C5(C)OCCO5)[C@@]4(C)CC[C@@H]32)C1,5,6,1,-1,4,0,-19,-5
CSc1ccc(S(=O)(=O)Nc2ccc3c(c2)OCCO3)cc1,3,-9,-4,11,18,-7,13,4
O=C1Cc2ccccc2C(=O)N1OCc1ccc(Cl)cc1,-44,19,28,-7,-15,0,21,95*
Cc1cc(C=C2C(=O)c3ccccc3C2=O)c(C)n1-c1cccc(C(=O)O)c1,-31,-10,90*,-8,9,6,11,2
CCOC(=O)c1cc(-c2ccccc2)n(CCC(=O)N2CCN(c3ccc(OC)cc3)CC2)c1C,-10,-23,-10,6,-5,6,8,28
CCOC(=O)c1c(C)[nH]c(C(=O)COC(=O)c2[nH]c(C)c(C(C)=O)c2C)c1C,1,14,6,42,25,-31,-20,-4
CN(C)c1ccc(C2SCCN2C(=O)c2ccc([N+](=O)[O-])cc2)cc1 (centres undefined),-10,7,-10,-6,-5,6,4,10
Cc1ccc(NS(=O)(=O)c2ccc(N3C(=O)CCC3=O)cc2)cc1,8,22,-7,3,-8,1,-4,-1
COc1ccccc1N1CCN(C(=O)c2ccc(Cl)c(S(=O)(=O)NCc3ccco3)c2)CC1,-1,-36,2,3,46,14,19,-1

# Carrying on.
SMILES,UBC13 polyUb,697 NFkB inh,SENP8 inh,Gli-Sufu antag,Jurkat NFkB inh,EBI2 block,CCR6 antagonist,Apaf1 inhib
CCCOc1ccc(C(=O)NNC(=S)NC(=O)c2cc(-c3ccccc3)nc3ccccc23)cc1,-27,-137,-12,-9,0,13,45,27
CN(C)C=NC(=O)c1cccn1-c1ncc(C(F)(F)F)cc1Cl,-2,-17,6,11,3,-8,-13,-1
O=C(O)C1Nc2c(O)cc(Cl)c([N+](=O)[O-])c2C2C=CCC12 (centres undefined),38,10,8,-1,0,-5,48,29
Cc1c(C)n(CCC#N)c2ccc(Cl)cc12,-14,-9,-11,23,-2,-3,1,7
Cn1c(CCNC(=O)c2cccs2)n[nH]c1=S,-6,1,-5,2,-1,-12,-5,-3
O=C1C(=O)N(c2nccs2)C(c2ccccc2)/C1=C(\O)c1ccc2c(c1)OCCO2 (centres undefined),-7,26,-5,.,3,6,.,4

# Bioassay records (PubChem BioAssay)

# An excerpt; the hit share may differ from the screen's.
